Screening data from PubChem BioAssay.
Growth percent in the NCI-60 one-dose screen (48 h, 10 µM unless noted): 100 = growth as untreated, 0 = no growth, -100 = all killed.
CCRF-CEM: CCRF-CEM leukemia; 7% of 77,000 active; AID 1794778
HOP-92: HOP-92 NSCLC cells; AID 1794738; 6.3% of 71,000 active
EKVX: EKVX NSCLC; 3% of 71,000 active; AID 1794765
RPMI-8226: RPMI-8226 leukemia cells. 7.5% of 77,000 active. AID 1794781
MDA-MB-435: MDA-MB-435 melanoma; AID 1794794; 7.8% of 82,000 active
M14: M14 melanoma | 6.2% of 80,000 active
HOP-62: HOP-62 NSCLC; 3.9% of 80,000 active
A549/ATCC: A549/ATCC NSCLC; 3.7% of 81,000 active
Starred values were filed as active, the others as inactive; . = no result given; & = joins results of further samples; [ ] = another dose, or the depositor's remark. Rule for the calls: active = growth percent below 10; inactive = the rest.

SMILES	CCRF-CEM	HOP-92	EKVX	RPMI-8226	MDA-MB-435	M14	HOP-62	A549/ATCC
CCN(CC)CCNc1ccnc2cc(Cl)ccc12	97&88	64&83	89	98&93	101&57	101&51	107&85	108&93
COc1ccc2c(c1)N(Cc1ccc(Cl)cc1)CCC2N1CCCC1=O (stereo not drawn)	.	.	37	.	46	61	52	44
CNCc1cccc(OC)c1OC	120	98	89	118	97	106	112	117
C[C@@H]1N=C(c2ccc(N(C)C)cc2)Nc2nc3ccccn3c2C1=O	89	33	.	85	94	101	74	103
Fc1ccc(/C=N/Nc2ncnc3sc4c(c23)CCN(Cc2ccccc2)C4)cc1	17	58	51	33	78	53	57	67
Cc1ccc2nc(NC(=O)CSc3nc(N/N=C/c4ccc(Cl)cc4)c(C#N)c(-c4ccccc4)n3)sc2c1	.	113	91	80	98	106	103	91
O=S(=O)(Nc1ccc(Cl)c(C(F)(F)F)c1)c1ccc(-c2nnc(C3CCCCC3)o2)cc1	93	92	94	82	100	96	93	97
CS/C(=C\c1ccc(C(=O)c2ccc(C)cc2)n1C)S(C)=O (stereo not drawn)	72[100 µM]	72	64[100 µM]	70	50	103	97	85
CCCCCCNS(=O)(=O)c1ccccc1	79	91	96	92	104	98	69	71
CN1C(=O)C(=Cc2cn(C(=O)c3c(Cl)cccc3Cl)c3ccccc23)C(=O)N(C)C1=O	93	71	78	.	63	83	92	102
COc1ccc(-c2nn(-c3ccccc3)cc2C2OC23CCc2ccccc2C3=O)cc1 (stereo not drawn)	100	.	91	111	103	116	104	110
CSc1nc(N)nn1S(=O)(=O)c1ccc(C)cc1	99	103	95	103	104	104	104	99
CC1(C)OB(c2ccc(Cn3cnc4c(=S)nc[nH]c43)cc2)OC1(C)C	104[50 µM]	97[50 µM]	101[50 µM]	.	101[50 µM]	104[50 µM]	90[50 µM]	90[50 µM]
CC1=C(C)C(=O)C(Nc2ccc(C(=O)OC(C)(C)C)cc2)=CC1=O	76	101	71	70	92	95	94	108
CC(=O)Nc1ccc(N)cc1	91	92	.	96	111	106	101	102

Overlap with the part before: seven entries, then new ones.
SMILES	CCRF-CEM	HOP-92	EKVX	RPMI-8226	MDA-MB-435	M14	HOP-62	A549/ATCC
CCCCCCNS(=O)(=O)c1ccccc1	79	91	96	92	104	98	69	71
CN1C(=O)C(=Cc2cn(C(=O)c3c(Cl)cccc3Cl)c3ccccc23)C(=O)N(C)C1=O	93	71	78	.	63	83	92	102
COc1ccc(-c2nn(-c3ccccc3)cc2C2OC23CCc2ccccc2C3=O)cc1 (stereo not drawn)	100	.	91	111	103	116	104	110
CSc1nc(N)nn1S(=O)(=O)c1ccc(C)cc1	99	103	95	103	104	104	104	99
CC1(C)OB(c2ccc(Cn3cnc4c(=S)nc[nH]c43)cc2)OC1(C)C	104[50 µM]	97[50 µM]	101[50 µM]	.	101[50 µM]	104[50 µM]	90[50 µM]	90[50 µM]
CC1=C(C)C(=O)C(Nc2ccc(C(=O)OC(C)(C)C)cc2)=CC1=O	76	101	71	70	92	95	94	108
CC(=O)Nc1ccc(N)cc1	91	92	.	96	111	106	101	102
CCCCCCCCCCN(CCCCCCCCCC)CC(O)c1ccc2cc(Cl)c3ccccc3c2c1 (stereo not drawn)	107	.	101	100	107	103	100	99
C[C@@H](O)[C@H]1C(=O)N2C(C(=O)O)=C(SC3CN[C@H](C(=O)N(C)C)C3)[C@H](C)[C@H]12 (stereo partly drawn)	-40*	.	104	97	101	100	.	97
CCOC(=O)c1nocc1CCCOc1ccc(C(=O)NCc2ccccc2Cl)cc1C	85	114	104	.	100	73	102	102
COc1cc2c(c(OC)c1OC)C1c3ccccc3NC(=O)N1CC2 (stereo not drawn)	103	96	101	96	65	95	82	93
CCOC(=O)/C=C1/S/C(=N\N=C\c2ccc(C(F)(F)F)cc2)N(c2ccccc2)C1=O	99	95	107	99	102	102	119	108
NC(=S)N/N=C1/Cc2cccc3cccc1c23	96	76	46	105	105	106	99	87
c1ccc(CCn2nnc3c(Nc4ccc(N5CCCCC5)cc4)ncnc32)cc1	70	50	.	64	34	66	106	86
Clc1ccc2[nH]cc(-c3cncn3CCc3ccccc3)c2c1	54	28	34	23	51	69	51	60
CCOC(=O)c1sc(/N=C2\NC(=O)/C(=C/c3ccc(N4CCN(C)CC4)cc3)S2)nc1C	92	108	97	88	106	108	105	90
COc1c(OC(C)=O)cc2c(c1OC(C)=O)C1O[C@H](COC(C)=O)[C@@H](OC(C)=O)[C@H](OC(C)=O)[C@H]1OC2=O (stereo partly drawn)	91	113	91	97	104	96	93	94
CNC(=S)N/N=C/c1cnccn1	80	86	.	97	100	102	119	100
COc1ccc(C(=O)/C=C/c2cccc([N+](=O)[O-])c2)c(OC)c1	5.8*	68	.	-17*	15	31	26	28
CCN(CC)CCNc1cccc(Cl)c1	90	.	107	100	104	97	102	98
CCN1C(=O)N(CC)C2Nn3c(s/c(=C\C(=O)O)c3=O)=NC21 (stereo not drawn)	104	94	97	114	101	92	96	100
Nc1nn2c(C=O)c(-c3ccccc3)nc2s1	92	59	79	90	96	108	101	98

An excerpt of these results, with each value named.
> COc1c(OC(C)=O)cc2c(c1OC(C)=O)C1O[C@H](COC(C)=O)[C@@H](OC(C)=O)[C@H](OC(C)=O)[C@H]1OC2=O (stereo partly drawn)
  CCRF-CEM: 91
  HOP-92: 113
  EKVX: 91
  RPMI-8226: 97
  MDA-MB-435: 104
  M14: 96
  HOP-62: 93
  A549/ATCC: 94
> C[C@@H](O)[C@H]1C(=O)N2C(C(=O)O)=C(SC3CN[C@H](C(=O)N(C)C)C3)[C@H](C)[C@H]12 (stereo partly drawn)
  CCRF-CEM: -40*
  HOP-92: .
  EKVX: 104
  RPMI-8226: 97
  MDA-MB-435: 101
  M14: 100
  HOP-62: .
  A549/ATCC: 97

New compounds follow
SMILES	CCRF-CEM	HOP-92	EKVX	RPMI-8226	MDA-MB-435	M14	HOP-62	A549/ATCC
Nc1nc(Cl)nc2c1ncn2C1CCC(CO)O1 (stereo not drawn)	100	91	96	106	97	103	102	101
CCOC(=O)C(C(=O)OCC)C(=O)c1cccc2ccc3ccccc3c12	143	94	88	128	106	115	96	96
N#CC(=Nc1ccccc1)Nc1ccccc1	.	75	99	126	98	108	87	92
Oc1ccccc1C=Nc1ccccc1O	79	109	106	73	96	109	106	89
O=C1C=CC(=O)N1c1nccs1	100	.	106	110	108	102	96	106
COc1cc(Cl)c(C=O)cc1OC	81	.	.	103	92	103	102	93
Cc1ccccc1NCCO	98	86	109	115	109	.	98	110
CC(=O)NS(=O)(=O)c1c([N+](=O)[O-])ncn1C	103	99	113	108	113	103	98	91
COc1cc(OC)c(NC(=O)CC2SC(N)=NC2=O)cc1Cl (stereo not drawn)	101	102	.	101	105	102	.	101
Cc1ccc(-c2nc3nc(-c4ccccc4)nc(N4CCCN(S(=O)(=O)c5ccccc5)CC4)c3o2)cc1	105	102	95	108	99	110	82	96
COc1cccc(-c2cc(C(=O)Nc3ccc(/C=C/c4ccc(OC5CCN(C)CC5)cc4)cc3)ccc2OC)c1	-11*	11	27	-33*	-77*	-22*	-27*	-34*
CCC(C(=O)O)N1C(=O)CSC1=S (stereo not drawn)	105	100	97	104	105	102	105	97
N#Cc1nc(-c2ccccc2)oc1N1CCC[C@@H]1CO	100	82	91	106	104	104	102	99
CSc1nc(N)cc(N)n1	108	94	103	.	107	98	100	92
O=C(C(c1ccccc1)c1ccccc1)N1CCN(S(=O)(=O)c2ccccc2)CC1	94	94	86	98	104	108	101	104
CCCC/C(=C\c1ccccc1)C(=O)O	106	103	113	112	110	107	94	104
CCCCN(CCCC)c1ccc(C(=NC(C)CCCN(CC)CC)c2ccc(N(C)C)cc2)cc1 (stereo not drawn)	7.3*	-46*	-30*	-44*	-88*	-83*	-80*	-16*
O=C1Nc2cc(Cl)ccc2/C1=C\c1ccc(OCc2ccc(Br)cc2F)cc1	13	-58*	-19*	-24*	-38*	-44*	-21*	-29*
COc1cc2nc(Cl)nc(Nc3cccc(C4=NN(C=O)C(c5ccc(Cl)cc5)C4)c3)c2cc1OC (stereo not drawn)	85	90	86	68	94	92	100	86
C=C(C)[C@@H]1CC[C@]2(C)[C@H](CC[C@@H]3[C@@H]([C@@](C)(O)CCC=C(C)C)CC[C@]32C)[C@@]1(C)CCC(=O)N[C@@H](Cc1ccccc1)C(=O)OC	89	120	99	94	92	104	95	96
C=CCOc1ccc(N=NC(C#N)C#N)cc1	14	-13*	93	3.0*	88	66	52	86
CCN(CC)C(C)(C)COC(=O)c1ccc(N)cc1	101	104	106	97	106	109	101	103
CC12CCCC1C1CC=C3CC(O)CCC3(C)C1CC2 (stereo not drawn)	90	92	89	112	102	89	84	90
OCc1cnccc1Nc1ccccc1	95	102	99	107	103	103	98	91
Cc1cccc(Cl)c1NC(=O)CS	.	.	.	103	98	104	104	.
COc1cc(OC)c(C(=O)CCN(C)C)cc1OC	84	88	91	83	97	91	94	97
O=C(CCCC1CCCCC1)OC1CCCC1	97	109	108	107	110	95	100	101
CCN(CC)CCNC(=O)c1ccc(C(=O)NCCN(CC)CC)cc1	104	92	122	107	105	112	117	105
Cc1ccc(O)c(C(=O)c2ccccc2)c1	56	94	103	113	110	96	114	96
CCOc1ccccc1CNC(=O)C1c2ccccc2C(=O)N(CC(C)C)C1c1cccs1 (stereo not drawn)	112	125	.	121	112	101	103	107
FC(F)(F)c1ccc(Nc2nnc(-c3ccccc3Cl)o2)cc1	103	105	87	102	97	93	86	93
CC(=O)OCC1=C(C(=O)O)N2C(=O)[C@@H](NC(=O)CSc3ccncc3)[C@H]2SC1	92	96	107	100	98	106	104	.
O=C1C(Br)=CC(=Nc2ccc(O)c(C(=O)O)c2)C=C1Br	112	87	101	114	105	88	110	112
O=S(=O)(c1ccccc1)n1cc2c(c1-c1ccccc1)CCc1sc(Nc3ccccc3)nc1-2	73	87	.	68	88	88	112	75
N[C@@H](Cc1ccccc1)C(=O)O	102	.	105	115	103	106	106	89
CCOC(=O)OC(C)CNC(=O)C(C)OC(=O)OCC (stereo not drawn)	121	88	99	106	100	104	101	110
COc1cc(NC(=O)CSc2nc3ccccc3c(=O)n2CCc2ccccn2)cc(OC)c1OC	95	103	.	84	100	101	98	98
CC[N+](C)(C)c1cccc(O)c1	106	101	105	110	106	100	.	100
COc1ccc2oc(=O)c(C3(C)NC(=O)c4c(/C=C/C(=O)OC5CC6CCC5(C)C6(C)C)cccc4N3)cc2c1 (stereo not drawn)	59	58	53	39	63	63	82	48
O=C(O)CC=C(c1ccccc1)c1ccccc1	103	89	102	109	103	102	84	67
COc1ccc(C(=O)NCCNc2nccc(-c3c(-c4ccc(F)cc4)nc4sccn34)n2)cc1OC	52	.	77	42	61	69	74	43
Nc1ccccc1NC(=O)CCCCCCC(=O)Nc1ccc2c(c1)/C(=C/c1ccc[nH]1)C(=O)N2	5.5*	8.2*	.	-18*	38	50	52	47
S=c1ccc2ccccc2[nH]1	101&103	95&87	103&107	104&109	104&110	107&100	93&92	94&96
O=C(COc1ccc(/C=C2\C(=O)Nc3cc(Cl)ccc32)cc1)Nc1ccc(Cl)cc1	49	91	78	60	51	22	77	69
CC(/C=C1\SC(=S)N(N2CCOCC2)C1=O)=C\c1ccccc1	123	82	104	110	106	101	96	101

Ordered by number of heavy atoms (ascending): some entries from above.
SMILES	CCRF-CEM	HOP-92	EKVX	RPMI-8226	MDA-MB-435	M14	HOP-62	A549/ATCC
O=C(O)CC=C(c1ccccc1)c1ccccc1	103	89	102	109	103	102	84	67
O=S(=O)(c1ccccc1)n1cc2c(c1-c1ccccc1)CCc1sc(Nc3ccccc3)nc1-2	73	87	.	68	88	88	112	75
COc1cc(NC(=O)CSc2nc3ccccc3c(=O)n2CCc2ccccn2)cc(OC)c1OC	95	103	.	84	100	101	98	98

Later entries
SMILES	CCRF-CEM	HOP-92	EKVX	RPMI-8226	MDA-MB-435	M14	HOP-62	A549/ATCC
O=C(CN1C(=O)S/C(=C\C(Cl)=C\c2ccccc2)C1=O)Nc1cccc2nonc12	51	98	91	62	75	77	100	79
C1=C(c2ccccc2)CCCC1	114	97	94	110	108	104	115	103
Cc1ccc(N/N=C/c2cn(-c3ccc(C(=O)O)cc3)nc2-c2cc3ccccc3oc2=O)cc1	103	88	103	94	109	105	99	107
O=C(O)c1c2ccccc2nc2[nH]c3ccccc3c12	105	.	93	99	111	92	100	102
CCOC(=O)c1nc2c3ccccc3cnn2c1C(=O)c1ccc(OC)cc1	91	87	90	96	107	101	77	87
c1ccc2sc(SCc3nc(-c4ccc5c(c4)OCO5)no3)nc2c1	100	100	96	97	105	99	95	99
O=C1CCCC(=O)N1CCCCCCN1C(=O)CCCC1=O	107	77	.	103	107	109	98	107
Cc1cc2ccccn2c1C(=O)c1ccc(C(=O)c2ccccc2)cc1	87	82	92	82	91	91	98	.
O=c1[nH]c(COc2ccc(F)cc2)nc2sc3c(c12)CCC3	87	82	90	82	96	102	97	98
CCOC(=O)NCc1ccccc1	101	104	.	105	111	95	101	100
COC(=O)c1cc(N)cc(C(=O)OC)c1	112	91	110	113	115	119	99	109
O=C(O)CCCCCCCCCCSCc1ccccc1	101	90	97	104	98	96	107	92
O=C(C1=Cc2cccn2Cc2cnnn21)c1ccc(O)cc1	104	91	101	104	100	100	105	105
CNC1(C#N)CCN(Cc2ccccc2)CC1	108	85	90	110	95	94	87	98
COc1cccc(CNc2c3ccccc3nc3ccccc23)c1	30	25	52	17	43	35	46	30
CN1CCN(c2nc3ccccc3c3c2C2CCCN(C2)C3=O)CC1 (stereo not drawn)	104	.	108	108	109	105	111	98
Cc1ccccc1N1C(=O)CSC1=S	89	83	91	99	105	101	109	97
O=C(C(=Cn1c(=O)cc[nH]c1=S)C(=O)c1ccccc1)c1ccccc1	100	101	99	107	101	95	99	95
CCOC(=O)c1ccc(Nc2nnc(CSc3nc(C)cc(C)n3)s2)cc1	.	68	.	25	60	79	75	74
Cc1nnc2c3nnc(Cc4ccccc4)n3c3ccccc3n12	80	83	.	84	93	96	96	101
